PfM18AAP inh: blocks P. falciparum M18 aspartyl aminopeptidase | recombinant PfM18AAP, H-Glu-NHMec fluorogenic cleavage | inhibition, % at 7.35 µM | hit rate 1.2% among 290,000 | AID 1822;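 active = inhibition above the campaign mean inhibition over all tested compounds plus 3 SD, cut at about 28% in these data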;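 also: 0% = plate median of test compound wells and 100% = 2 mM ZnCl2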
MEKK2mut PB1 HTS: signal of MEK5 binding to mutant human MEKK2 PB1 domain; bead flow cytometry, Alexa488-MEK5 binding to MEKK2 mutant; percent response, % at 10 µM; hit rate 0.35% among 290,000; AID 1530; in the data active = percent response above about 24%, passing the limit was not always enough; also: inactives centre near 1; some results filed as inactive read as strong as hits
MEKK2 WT-MEK5: raises or lowers MEK5 binding to wildtype human MEKK2 PB1 domain. Q9Y2U5. bead flow cytometry, Alexa488-MEK5 binding to MEKK2 WT; actives lie on both sides. binding response (% of control), % at 10 µM. hit rate 1.1% among 290,000. AID 1531; in the data active = binding response below about 67% or above about 130%
GPR7 antag: human neuropeptides B/W receptor 1 antagonism | P48145 | AID 1861 | inhibition, % at 4.4 µM | GPR7-expressing cells, fluorescence antagonist assay | hit rate 1.1% among 290,000; in the data active = inhibition above about 16%, passing the limit was not always enough;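 also: cells stimulated with the agonist NPW; 0% = agonist with vehicle and 100% = vehicle without agonist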
Target sequence (P48145 whole entry, looked up): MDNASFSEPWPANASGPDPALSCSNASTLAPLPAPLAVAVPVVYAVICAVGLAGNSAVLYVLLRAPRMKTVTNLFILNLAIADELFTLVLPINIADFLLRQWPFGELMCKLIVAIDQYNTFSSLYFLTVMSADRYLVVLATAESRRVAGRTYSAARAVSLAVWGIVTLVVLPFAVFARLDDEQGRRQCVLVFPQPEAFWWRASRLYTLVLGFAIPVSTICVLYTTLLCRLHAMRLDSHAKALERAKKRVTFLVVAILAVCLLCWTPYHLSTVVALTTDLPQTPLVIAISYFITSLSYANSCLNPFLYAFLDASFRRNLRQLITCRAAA
OXTR potentiate: human OXTR potentiation; P30559; CHO-OTR cells, Fluo-8 calcium fluorescence, potentiator mode; 0% = oxytocin EC15, 100% = EC100; activation, % at 3 µM; hit rate 0.061% among 320,000; AID 2445;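 active = activation above that plate's cutoff, the mean activation of tested compounds plus 3 SD, cut at about 6.6% in these data, passing the limit was not always enough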;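 also: 100% uses oxytocin at 75 nM as the full agonist control; some results filed as inactive read as strong as hits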
Target sequence (P30559 whole entry, looked up): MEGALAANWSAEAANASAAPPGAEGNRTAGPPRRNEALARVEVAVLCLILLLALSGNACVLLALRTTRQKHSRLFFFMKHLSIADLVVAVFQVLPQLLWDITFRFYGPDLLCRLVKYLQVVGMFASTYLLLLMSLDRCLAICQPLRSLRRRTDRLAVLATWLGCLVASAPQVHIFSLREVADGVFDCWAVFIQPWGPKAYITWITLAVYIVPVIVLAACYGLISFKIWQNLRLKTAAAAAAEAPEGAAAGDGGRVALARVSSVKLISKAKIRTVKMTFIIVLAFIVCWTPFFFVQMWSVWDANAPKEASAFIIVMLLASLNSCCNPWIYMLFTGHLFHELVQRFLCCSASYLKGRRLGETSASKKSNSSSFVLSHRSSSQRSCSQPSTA
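Assay system: CHO cell line stably expressing human OTR | Also added: Oxytocin at about EC15, sub-maximal agonist stimulus | Times: Compound 6 min at room temperature before oxytocin, 100 s read | Measured by: Fluo-8 intracellular calcium fluorescence, ex 470-495, em 515-575 nm | Controls: EC15 oxytocin alone as 0%, 75 nM oxytocin as 100%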
NALP1 inh: NALP1 inhibition. inhibition, % at 10 µM. AID 2071. hit rate 0.61% among 280,000. S. cerevisiae NALP1/ASC/caspase-1 growth, X-gal OD620, 72 h; in the data active = inhibition mostly above about 24%, no sharp cut-off; inactive = mostly below about 32%; also: some compounds called inactive have numbers as strong as hits
GalR3 antag: human GalR3 antagonism | O60755 | HEK293 GalR3-CNG cAMP membrane potential fluorescence; galR3 body fused to GalR1 C-terminus | inhibition, % at 3 µM | hit rate 0.44% among 360,000 | AID 651719;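 active = inhibition above the screen-wide average plus 3 SD, cut at about 13% in these data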;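 also: forskolin and galanin both at EC90 stimulate the cells; cAMP rise reported by CNG channel membrane potential dye signal; 0% = forskolin plus galanin with DMSO and 100% = forskolin alone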
Target sequence (O60755 1-299 limits assumed): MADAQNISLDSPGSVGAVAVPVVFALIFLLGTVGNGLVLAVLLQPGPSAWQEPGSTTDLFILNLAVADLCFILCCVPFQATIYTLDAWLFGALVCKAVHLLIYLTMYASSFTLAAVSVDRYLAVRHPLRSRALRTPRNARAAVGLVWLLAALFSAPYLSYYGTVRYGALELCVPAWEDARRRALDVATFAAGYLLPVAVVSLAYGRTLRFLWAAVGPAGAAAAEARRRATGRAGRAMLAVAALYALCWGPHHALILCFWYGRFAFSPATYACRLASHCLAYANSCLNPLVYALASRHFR
V1R ag counter: V1a receptor agonism, counter-screen for OXTR agonists; hit rate 0.25% among 320,000; AID 2797; activation, % at 3 µM; CHO-V1R cells, Fluo-8 calcium fluorescence, agonist mode; 0% DMSO, 100% 3 nM vasopressin; P37288;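 active = activation above the mean activation of all tested compounds plus 3 SD, per screening run, cut at about 20% in these data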;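 also: signal is peak over basal fluorescence ratio across a 100 second FLIPR read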
OXTR agonist: human OXTR agonism; P30559; CHO-OTR cells, Fluo-8 calcium fluorescence; normalized: DMSO 0%, oxytocin 100%; activation, % at 3 µM; hit rate 0.32% among 320,000; AID 2435;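 active = activation above the mean of all tested compounds plus 3 SD, cutoff set per screening run, cut at about 20% in these data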;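 also: peak over basal fluorescence ratio from a 100 s FLIPR kinetic read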
* = called active by the depositor; nt = not tested or not shown.

SMILES	PfM18AAP inh	MEKK2mut PB1 HTS	MEKK2 WT-MEK5	GPR7 antag	OXTR potentiate	NALP1 inh	GalR3 antag	V1R ag counter	OXTR agonist
CC(C)c1ccc(/C=C/C(=O)N2CCCCCC2)cc1	4	-2	91	-9	-18	42	-3	-0.6	-2.2
COc1cc(/C=C2/C(=N)N3C(=NC2=O)SN=C3S(=O)(=O)C(C)C)ccc1OC(=O)c1ccco1	4	-1	94	-12	0	-20	3	0.1	-1.6
COc1ccc(COC(=O)C2=C(C)NC(=O)NC2c2ccc(OC)cc2)cc1 (stereo unspecified)	-14	1	102	3	-4	31	0	0.7	0.7
CCOc1ccc(-c2nnc(N3CCOCC3)c3ccccc23)cc1	5	3	99	-7	nt	15	-9	nt	nt
COc1cc(C(=O)Oc2cc(N)n(S(=O)(=O)c3ccccc3)n2)cc(OC)c1OC	-140	-2	101	7	-9	10	-10	0.9	0.2
COc1ccc(C(=O)COC(=O)c2ccc3ccccc3n2)cc1	1	4	106	1	-3	32	2	-0.6	-1.1
CC(C)c1ccc(C(=O)NNC(=O)c2n[nH]c(=O)c3ccccc23)cc1	nt	nt	nt	nt	-1	nt	-1	-0.2	-0.8
COC(=O)c1ccccc1NC(=O)Cn1cnc2cc(C)c(C)cc21	-10	1	99	-3	-12	29	-7	9.4	8.7
CCOC(=O)c1cc(C(C)C)sc1NC(=O)COC(=O)c1nccnc1N	nt	nt	nt	nt	-8	nt	-5	-1.2	-0.9
C/C(=N\Nc1ccc(F)cc1F)c1ccc(F)cc1	3	-4	98	-5	-1	-14	nt	0.1	-0.9
Cc1cc(C)c(C#N)c(OCC(=O)Nc2ccccc2)n1	-11	11	113	9	-12	-10	nt	0.0	0.3
Cc1cc(C)cc(OCC(=O)NCC2CCCO2)c1 (stereo unspecified)	-5	9	111	-11	-1	-1	-6	0.7	-0.5
C/C(=C(/CCO)SSCC1CCCO1)N(C=O)Cc1cnc(C)nc1N (stereo unspecified)	nt	nt	nt	nt	-6	nt	2	0.5	-0.7
CCc1nccn1CCC(=O)N1CCc2c([nH]c3ccccc23)C1CC(C)C (stereo unspecified)	4	-1	106	-3	0	nt	2	-1.4	0.5
C=C(C)C1Cc2c(C)nn(-c3ccccc3)c2C1 (stereo unspecified)	-4	4	103	-11	-4	7	3	-0.2	-1.8
C=CCN(Cc1nc(-c2cc(OC)c3c(c2)OCO3)oc1C)C1CCS(=O)(=O)C1 (stereo unspecified)	-6	-8	93	-4	-11	6	-2	-0.9	-0.8
CCOC(=O)C1=NN(C(=O)c2ccc(OC)cc2)C(O)(c2ccc(Cl)cc2)C1 (stereo unspecified)	-7	-2	97	-4	-10	37	-4	6.3	10
N#CC1(NC(=O)CSc2nc3ncc(Cl)cc3[nH]2)CCCCC1	nt	nt	nt	nt	-1	nt	-4	-0.6	-0.4
O=C(C1CCCO1)N1CCN(C(=S)Nc2ccc(F)cc2)CC1 (stereo unspecified)	-1	-2	100	-10	8	13	-2	12	1.6
CCN(CC)S(=O)(=O)c1ccc(NS(=O)(=O)c2ccc(OC)c([N+](=O)[O-])c2)cc1	3	-2	100	14	-13	26	-3	1.9	1.4
COC(=O)C1C(=O)C2=C(CC1C)NC(C)=C(C(=O)OC1CCCC1)C2c1ccc(N(C)C)cc1 (stereo unspecified)	8	-3	97	-11	6	14	-3	-0.5	-0.2
CCOc1ccccc1NC(=O)C(=O)N/N=C/c1ccc([N+](=O)[O-])cc1	-18	-1	100	-6	1	21	-4	-0.7	0.0
CN1c2ccccc2C(C)(C)C12CC(c1cccc(S(=O)(=O)N3CCCC3)c1)=NO2 (stereo unspecified)	-6	-2	95	-4	-3	32	3	-0.2	1.2
CCN1CCc2c(sc(N)c2C#N)C1	-3	4	76	-11	-3	9	4	1.6	1.0
CCn1c(/C=C/c2ccccc2)nc2ccccc21	6	6	106	-13	6	8	-7	-1.7	-1.4
Carrying on.
SMILES	PfM18AAP inh	MEKK2mut PB1 HTS	MEKK2 WT-MEK5	GPR7 antag	OXTR potentiate	NALP1 inh	GalR3 antag	V1R ag counter	OXTR agonist
Cc1sc2ncnc(N3CCC(C(=O)Nc4nnc(SCc5ccccc5F)s4)CC3)c2c1C	nt	nt	nt	nt	-5	nt	0	-0.6	1.0
O=C(Cc1sc(-c2ccccc2Cl)nc1-c1ccccc1)Nc1ccccc1	-4	1	100	-10	-3	-7	-2	-0.8	0.6
C=CCn1c(SCC(=O)Nc2cccnc2Cl)nnc1-c1ccc(C(C)(C)C)cc1	4	1	96	-7	-2	22	-5	2.0	0.0
Cc1ccc(COc2ccc(C(=O)NN)cc2)cc1	0	-8	95	1	-1	7	-1	1.2	0.4
Cc1cccc(NC(=S)NC(=O)C(c2ccccc2)c2ccccc2)n1	6	11	100	-1	-10	nt	-4	0.9	0.6
COCCN(C(=S)Nc1cccc(C)c1)C(C)c1cccs1 (stereo unspecified)	-5	1	107	-9	-4	10	-5	0.0	-0.8
Cn1c(NC(=O)/C=C/c2ccccc2)cc(=O)n(C)c1=O	1	0	95	-4	-5	15	3	2.3	0.1
CCOC(=O)c1ccc(Oc2cc(C)nc(Cl)n2)cc1	4	-4	99	-6	-2	5	-4	-0.3	-0.8
COC(=O)c1cc(CNC(=O)c2ccccc2OCc2c(C)noc2C)ccc1OC	-10	-4	92	-8	-4	18	0	0.2	0.2
C/C(Cn1cnc([N+](=O)[O-])n1)=N/NC(=O)COc1c(Cl)cc(Cl)cc1Cl	-6	0	103	-4	-1	39	-6	-0.1	-0.1
CCCCOc1ccc(C(=O)NCC2(c3ccccc3)CCOCC2)cc1	0	1	102	-12	-2	9	-5	-1.8	-1.8
Cn1c(N2CCOCC2)c(C=O)c2ccccc21	4	4	105	10	-11	14	-9	1.1	-1.2
O=C(c1cc(=O)[nH]c2ccccc12)N(Cc1nnc(-c2ccccc2Cl)o1)C1CC1	nt	nt	nt	nt	-2	nt	-3	1.3	-0.3
Cc1c(NC(=O)c2cc(-c3ccco3)on2)c(=O)n(-c2ccccc2)n1C	-6	5	109	-1	-1	12	-8	1.0	0.4
CCOc1ccc2cc(S(=O)(=O)N3CCCCC3)ccc2c1	2	5	101	-13	-10	-21	-11	-0.4	-1.4
O=C(Nc1nc2c(s1)CCc1ccccc1-2)c1cccs1	-13	8	100	-10	-14	1	-2	-0.6	-2.1
N#Cc1nnn2c1nc(N)c1c(F)cccc12	nt	nt	nt	nt	-6	nt	-4	1.6	0.4
O=C(COC(=O)CSc1ccc([N+](=O)[O-])cc1)NCCc1ccccc1	nt	nt	nt	nt	-5	nt	-4	0.5	-0.9
CCCNC(=O)NC1CCCc2ccccc21 (stereo unspecified)	-1	4	108	-17	-4	-3	4	-1.5	-0.8
COc1cc([C@@H]2OC[C@@H]3[C@H]2CO[C@@H]3c2ccc3c(c2)OCO3)ccc1O	nt	nt	nt	nt	-2	nt	4	2.2	0.0
CCOC(=O)N1CCN(C(=O)C2CCCN(S(=O)(=O)c3ccc(C)cc3)C2)CC1 (stereo unspecified)	4	4	102	-16	-4	-5	nt	0.5	0.9
CC(=O)CCc1oc2ccc(NC(C)=O)cc2c1-c1ccc(C)o1	-70	3	98	7	2	31	nt	0.6	-0.5
Cc1cccc(C(=O)N[C@H](C(=O)Nc2cccc(S(=O)(=O)N3CCCC3)c2)C(C)C)c1	1	-1	99	0	-2	nt	0	-0.4	-1.5
COc1ccc(C(=O)COC(=O)Cc2n[nH]c(=O)c3ccccc23)c(OC)c1	nt	nt	nt	nt	-14	nt	0	1.0	0.2
O=[N+]([O-])c1ccc(-c2csc(Nc3ccccc3)[n+]2Cc2ccccc2)cc1	11	-6	91	1	-8	7	-10	1.2	0.0
Continued:
SMILES	PfM18AAP inh	MEKK2mut PB1 HTS	MEKK2 WT-MEK5	GPR7 antag	OXTR potentiate	NALP1 inh	GalR3 antag	V1R ag counter	OXTR agonist
CCOC(=O)c1cc(S(=O)(=O)N2CCN(C(=O)OCC)CC2)cn1C	-15	-1	104	-6	-2	9	-2	2.2	0.4
Cc1cc(OCC(=O)NNC(=O)CCc2ccccc2)ccc1Br	6	4	99	-15	-4	4	-9	0.2	0.8
COc1ccc(CN(CCN(C)C)Cc2ccccc2)c(OC)c1	4	0	105	14	2	-11	-5	0.0	-0.2
O=C(CSS(=O)(=O)O)N1CCN(C(=O)c2ccoc2)CC1	-6	6	102	-3	-2	4	5	1.3	0.5
O=C(Cc1ccc(F)cc1)Nc1nnc(SCC(=O)NC2CCCC2)s1	-4	0	95	-6	-2	8	-1	0.7	0.6
Cc1ccc(-n2nc3cc(C)c(NC(=O)c4cccnc4)cc3n2)cc1	2	3	105	3	0	-1	4	0.5	-0.5
O=C(CN1CCN(CC(=O)Nc2ccccc2Cl)CC1)Nc1ccc2c(c1)OCCO2	2	-10	101	0	-12	14	-3	0.6	-0.9
Cc1ccc(C(=O)OCc2nnc(-c3ccccc3)o2)cc1S(=O)(=O)N1CCOCC1	nt	nt	nt	nt	-9	nt	-1	-0.3	0.2
CCOC(=O)c1c(C)[nH]c(C(=O)CN2C(=O)NC(CC)(c3ccccc3)C2=O)c1C (stereo unspecified)	1	1	102	-2	-15	22	0	9.4	14
CCC(C(=O)NC1CCCCC1)N(C(=O)c1snc(C(N)=O)c1N)c1ccc(OC)cc1OC (stereo unspecified)	0	-2	96	-13	1	-11	-9	-0.7	-0.2
Cc1ccc2c(c1)CCCN2CC(=O)Nc1cc(S(=O)(=O)N2CCCC2)ccc1Cl	nt	nt	nt	nt	-9	nt	-5	0.4	-1.9
CCc1ccc(NC(=O)CSC2=C(C#N)C(c3ccc4c(c3)OCO4)CC(=O)N2)cc1 (stereo unspecified)	6	5	110	-3	-8	nt	3	4.8	7.7
Cn1c(=O)c2c(nc3n2CC(COc2ccc(Cl)cc2)O3)n(C)c1=O (stereo unspecified)	-1	7	108	-14	4	0	-9	1.9	0.6
COc1ccccc1CN1C(=O)CN(C2CCCCCC2)C(=O)C1c1ccc(F)cc1 (stereo unspecified)	0	0	99	0	-7	20	-3	-0.9	-1.4
CSc1nsc(SC)c1NC(=O)Nc1ccccn1	3	0	94	-2	3	6	-4	5.4	-1.8
COc1ccc(NC(=O)CC2C(=O)N(c3ccccc3)C(=O)N2CCc2cccs2)cc1 (stereo unspecified)	-5	0	102	8	-6	26	-3	0.0	-0.6
CCOC(=O)C1CCCN(C(=O)c2ccc(NC(=O)CC3SC(N4CCCC4)=NC3=O)cc2)C1 (stereo unspecified)	nt	nt	nt	nt	-2	nt	-5	0.6	0.1
FC(F)(F)c1cc(CCN2CCNC[C@H]2Cc2cccc3ccccc23)cc(C(F)(F)F)c1	nt	nt	nt	nt	-2	nt	-3	0.6	1.4
CCOC(=O)CN1C(=O)S/C(=C/C=C/c2ccc(N(C)C)cc2)C1=O	2	-1	88	11	-17	3	-8	28*	26*
Cc1cc(C)c(C#N)c(N2CCCC2)n1	0	nt	nt	-19	-4	32	-2	-0.3	-1.1
Cc1ccc(C23CC4CC(CC(C(=O)NCC(=O)O)(C4)C2)C3)cc1	-3	0	105	-5	2	19	-8	-0.5	-0.6

High-throughput results (PubChem)
